Screens: PubChem BioAssay, Broad Institute
NSD2 inh: blocks human histone methyltransferase NSD2; O96028; NSD2 peptide methylation, AlphaScreen, 120 min; inhibition, % at 12.5 µM; 310,000 compounds, 0.54% hits; in the data active means inhibition above about 50%
* = called active by the depositor. The list is partial, so the mix of outcomes need not match the whole.

SMILES	NSD2 inh
COc1cc(N)c(Cl)cc1C(=O)NC1CCN(CCCOc2ccc(F)cc2)CC1OC (stereo not drawn)	-3
